ALOX12 inh = ALOX12 (human) lipoxygenase inhibition | P18054 | purified 12hLO, xylenol orange hydroperoxide absorbance | Potency, µM (doses to about 108 µM), inactives show at the top dose activity change, negative = inhibition, actives largely listed as inhibitors | 1.1% of 580,000 active | AID 1671190; also: % is scaled to controls: 0 for no effect and ±100 for the full control effect
Target sequence (P18054 whole entry, looked up): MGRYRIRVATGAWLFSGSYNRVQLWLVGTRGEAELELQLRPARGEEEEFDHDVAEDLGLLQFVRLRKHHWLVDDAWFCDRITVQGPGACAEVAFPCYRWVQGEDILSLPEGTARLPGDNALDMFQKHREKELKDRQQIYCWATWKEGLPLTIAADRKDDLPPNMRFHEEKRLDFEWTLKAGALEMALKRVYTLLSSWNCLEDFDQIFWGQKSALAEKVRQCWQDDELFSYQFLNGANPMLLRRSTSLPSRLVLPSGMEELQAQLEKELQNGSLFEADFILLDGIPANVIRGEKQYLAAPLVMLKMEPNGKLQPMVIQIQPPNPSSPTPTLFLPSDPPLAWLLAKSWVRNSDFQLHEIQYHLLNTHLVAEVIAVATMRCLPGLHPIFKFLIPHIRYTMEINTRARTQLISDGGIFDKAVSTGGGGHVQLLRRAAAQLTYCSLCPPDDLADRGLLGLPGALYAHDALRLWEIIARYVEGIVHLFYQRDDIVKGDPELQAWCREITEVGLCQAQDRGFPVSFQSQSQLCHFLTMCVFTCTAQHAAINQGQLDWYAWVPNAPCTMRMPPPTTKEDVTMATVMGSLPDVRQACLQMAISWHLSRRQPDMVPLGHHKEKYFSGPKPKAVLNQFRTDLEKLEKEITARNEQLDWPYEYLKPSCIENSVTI
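Hydroperoxide product was detected by ferrous iron/xylenol orange as the 573 to 405 nm absorbance ratio. Arachidonic acid at 40 uM (final) was turned over for 30 min at room temperature by 150 nM human 12hLO, pH 7.0 Hepes buffer, after 15 min compound preincubation.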
Pin1 inhibitor = blocks the human prolyl isomerase Pin1 | Pin1 FP peptide displacement, HiFluor488, 10 min | Q13526 | AID 504891 | 0.009% of 390,000 active | Potency, µM (top dose mostly 115 µM), for inactives: at the top dose activity, negative = inhibition, most hits filed as inhibitors; active = well fitted inhibition curve with a large enough effect in the polarisation, with a control signal flat, not every such curve was filed as active; inconclusive = small, poorly fitted or top-dose-only effect, or effect the other way, or a change in a side signal; inactive = no such curve, though single readings can be large or run the other way; the % refers to the polarisation; also: % is scaled to controls: 0 for no effect and ±100 for the full control effect
GLS inhibitor = glutaminase GLS (human) inhibition; Potency, µM (highest dose often 45.5 µM), for inactives: top-dose activity change, negative = inhibition, usual class: inhibitors; 0.21% of 410,000 active; O94925; GLS enzymatic activity, qHTS titration; also: % is scaled to controls: 0 for no effect and ±100 for the full control effect
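Human kidney-isoform GLS in 45 mM KH2PO4 pH 8.2, 0.02% Tween-20, with compound, started with 1mM L-Glutamine (added stock). Glutamate oxidase/HRP/Amplex red coupled fluorescence read at start and after 30 min at RT.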
TrxR1 inh = inhibitors of rat thioredoxin reductase 1 | O89049 | recombinant rTrxR1, NADPH fluorescence consumption, selenite substrate | Potency, µM (series often up to 114 µM), for the others: at the highest dose activity change, negative = inhibition, usual class: inhibitors | 1% of 390,000 active; also: % is scaled to controls: 0 for no effect and ±100 for the full control effect; nearly all actives have a fitted effect of over 65% in size
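Rat TrxR1 (90 nM in the dispensed reagent) was pre-reduced with 400 uM NADPH for 5 min at room temperature, then incubated with compound for 15 min. After 400 uM selenite was added, NADPH fluorescence (Ex 340/Em 450 nm) was followed for 8 min.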
JMJD2A Tudor inh = inhibitors of human JMJD2A Tudor domain | AlphaScreen JMJD2A-Tudor / H3K4me3 peptide binding | AID 504339 | O75164 | Potency, µM (highest dose often 114 µM), for the others: top-dose activity change, negative = inhibition, most hits filed as inhibitors | 4.4% of 390,000 active; also: % is scaled to controls: 0 for no effect and ±100 for the full control effect; nearly all actives have a fitted effect of over 50% in size
Tb PGK inh = T. brucei PGK inhibition; Potency, µM (top dose mostly 57.5 µM), inactives show at the top dose activity change, negative = inhibition, most hits filed as inhibitors; P07378; PGK/GAPDH coupled, Kinase-Glo luminescence, 60 min; AID 602233; 0.043% of 380,000 active; also: % is scaled to controls: 0 for no effect and ±100 for the full control effect; nearly all actives have a fitted effect of over 60% in size
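Recombinant glycosomal PGK reaction used 1,3-bisphosphoglycerate generated in-well by GAPDH (100nM final) in 100mM TEA pH 7.6, 5mM MgCl2, 0.01% Tween-20. After 60 minutes at room temperature, ATP was read by Kinase-Glo Plus luminescence end-point.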
ERG-DNA inh = blocks human ERG Ets domain binding to DNA | Potency, µM (doses to about 76.9 µM), for the others: at the highest dose FP activity, negative = inhibition, actives largely listed as inhibitors | 0.028% of 370,000 active | fluorescence polarization, His-ERG Ets domain / labelled DNA; active = well fitted inhibition curve with a large enough effect in the polarisation, with a control signal flat; inconclusive = small, poorly fitted or top-dose-only effect, or effect the other way, or a change in a side signal; inactive = no such curve, though single readings can be large or run the other way; the % refers to the polarisation;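 also: polarization taken with two DNA probes labelled with fluorescein and Texas red; % of control where 0% means no effect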
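His-tagged ERG Ets domain (1 uM in the protein solution; 300mM KCl, 50mM Tris-HCl, 1mM EDTA, 1mM DTT, pH 7.5) received compound, then a probe mix of 5 nM fluorescein-DNA and 100nM Texas-615-DNA. Fluorescence polarization was read for both dyes.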
HP1b chromo inh = blocks HP1-beta chromodomain binding to methylated histone tails; AlphaScreen HP1-beta / biotin-H3K9me3 peptide binding; Potency, µM (highest dose often 114 µM), inactives show at the highest dose activity change, negative = inhibition, actives largely listed as inhibitors; 0.56% of 390,000 active; AID 540317; also: nearly all actives have a fitted effect of over 70% in size; inactives centre near 23
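Compound inhibition of the preformed complex between 50 nM HP1-beta and 50 nM biotinylated H3K9me3 peptide was read by AlphaScreen. Buffer was PBS pH 7.4 with 0.01% Tween-20. Incubations ran 30 min at room temperature, with 10 ug/mL donor/acceptor beads.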
RGS4 inhibitor = inhibitors of human regulator of G protein signaling 4. P49798. Transcreener GDP fluorescence polarization, RGS4-accelerated GTP hydrolysis. AID 504845. 0.039% of 390,000 active. Potency, µM (series often up to 114 µM), without a hit: top-dose activity change, negative = inhibition, actives largely listed as inhibitors; also: % is scaled to controls: 0 for no effect and ±100 for the full control effect; nearly all actives have a fitted effect of over 75% in size; some results filed as inactive show a strong effect at the top dose
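MLSMR compounds (23 nl, pin-transferred) preincubated 10 min at room temperature with a 500nM (2x) first reagent, then RGS4 at 900nM (2x) plus Transcreener GDP mix added; fluorescence polarization (620/688 nm) read before and after 90 min at 30 °C.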
Starred values were filed as active, the others as inactive; i = inactive; ? = inconclusive; / = not tested or not shown; & = joins results of further samples; [ ] = remark or other dose. Unless noted, calls follow the shape of the dose curve; as a rule, active = well fitted curve in the direction sought with a large enough effect; inconclusive = small, poorly fitted or top-dose-only effect, or another doubt; inactive = no such curve, though single readings can be large; an effect the other way counts as inactive or inconclusive. Potency is read from the fitted curve at half-maximal effect. Only part of the results is shown. The share of hits here may be higher or lower than overall.

ALOX12 inh | Pin1 inhibitor | GLS inhibitor | TrxR1 inh | JMJD2A Tudor inh | Tb PGK inh | ERG-DNA inh | HP1b chromo inh | RGS4 inhibitor | mol
-3% | 3% | 10% | 12% | -12% | -3% | 11% | -7% | ? | O=C(c1ccc(Cl)cc1)N1CCC(N2CCC(C(=O)N3CCOCC3)CC2)CC1
-25% | 6% | 0% | -5%[57.1 µM] | -7% | 2% | 96%[activator] | 8% | -15% | Cc1c(N2C(=O)CSC2=S)c(=O)n(-c2ccccc2)n1C
19% | 3% | 9% | 29% | -9% | / | / | 21% | -12% | C1CCN(Cc2nnnn2C2CCCC2)CC1
-7%&-9% | 5% | 4% | 4%[57.1 µM] | -17% | 5% | 10% | -5% | 8% | CCCCCCn1c(N2CCCC2)nc2c1c(=O)[nH]c(=O)n2C
11%&-22% | -1% | -3% | -10%[57.1 µM] | 7% | 9% | 0% | 39%[activator] | 12% | Fc1ccccc1Oc1ncnc2c1oc1ccccc12
13% | 0% | -2% | 46%[activator] | -13% | -4% | 15% | 29% | 8% | Cc1cc(OCC(=O)NCc2cccnc2)c2c(C)c(C)c(=O)oc2c1
-23% | 3% | 9% | -2% | -15% | -7% | -1% | 25% | 6% | C=CCn1c(Cc2cccs2)nnc1SCC(=O)Nc1cc(OC)cc(OC)c1
1% | 1% | 8% | -3% | -2% | 1% | 13% | -4% | 0% | COC(=O)CN(c1cc(Cl)ccc1OC)S(=O)(=O)c1ccc(OC)c(OC)c1
3% | 6% | 5% | 10% | -6% | 1% | -3% | 34% | -19% | O=C(NCc1cccc2[nH]ccc12)C1CCC(=O)N(CCc2ccc(Cl)cc2)C1 (centres undefined)
/ | -3% | 1% | -36% | -11% | -3% | -7% | 23% | 1% | COC(=O)c1sc2[nH]c(=S)n(N)c(=O)c2c1C
-15% | -1% | ? | 19%[57.1 µM] | -5%[57.1 µM] | 1% | -1% | 48%[activator] | -25% | CCOc1cc(/C=N\NC(=O)CC(=O)NCCc2ccccc2)ccc1O
14% | 4% | 15% | 25% | -10% | -8% | 5% | 18% | -11% | Cc1ccc2[nH]c(=O)c(N3CCOCC3)c(-c3ccccc3)c2c1
/ | 13% | -5% | -18% | -17% | 3% | / | 8% | -11% | N#C/C(=C\c1ccc(-c2ccc(C(=O)O)cc2)o1)C(=O)NCC1CCCO1 (centres undefined)
-7% | -4% | -2% | 9%[57.1 µM] | -9%[11.4 µM] | -8% | 3% | 22% | 9%[11.4 µM] | O=C(NC1(C(F)(F)F)NC(=O)N(C2CCCC2)C1=O)C1CC1 (centres undefined)
0% | -1% | -4% | 18% | -22% | -2% | -13% | 1% | 7% | NC(=O)C1CCCN(C(=O)CCCNC(=O)c2ccc(Cl)cc2)C1 (centres undefined)
84% | 1% | 2% | 11%[57.1 µM] | -21% | i | 4% | 16% | -3% | Cc1cccc(NC2=NC3(CCCCC3)N=C(N)N2)c1C
? | -4% | 1% | 24% | -28% | -1% | -1% | 46%[activator] | ? | COc1ccccc1N1CCN(Cc2cc(OC)c3c(c2)OCO3)CC1
? | -8% | 4% | 15%[57.1 µM] | -6% | 7% | -3% | 22%[57 µM] | 6% | Cc1cc(C)c(NC(=O)C2CCN(c3nc4ccccc4[nH]3)CC2)c(C)c1
? | -10% | 2% | 0%[57.1 µM] | 1% | 8% | 12% | 19% | 2% | COc1ccc(C2N(c3ccccc3)C(=O)C2(F)F)cc1OC (centres undefined)
-9% | 2% | ? | 11%[57.1 µM] | -25% | 4% | -1% | 28% | -9% | Cc1ccc(C)n1-c1c(C(=O)NN)cnn1-c1ccccc1

Laid out differently: two of the compounds above.
Every second line gives: ALOX12 inh	Pin1 inhibitor	GLS inhibitor	TrxR1 inh	JMJD2A Tudor inh	Tb PGK inh	ERG-DNA inh	HP1b chromo inh	RGS4 inhibitor
> COc1ccc(C2N(c3ccccc3)C(=O)C2(F)F)cc1OC (centres undefined)
→ ?	-10%	2%	0%[57.1 µM]	1%	8%	12%	19%	2%
> Cc1ccc(C)n1-c1c(C(=O)NN)cnn1-c1ccccc1
→ -9%	2%	?	11%[57.1 µM]	-25%	4%	-1%	28%	-9%

In the list so far, six contain four or more nitrogen atoms:
ALOX12 inh | Pin1 inhibitor | GLS inhibitor | TrxR1 inh | JMJD2A Tudor inh | Tb PGK inh | ERG-DNA inh | HP1b chromo inh | RGS4 inhibitor | mol
19% | 3% | 9% | 29% | -9% | / | / | 21% | -12% | C1CCN(Cc2nnnn2C2CCCC2)CC1
-7%&-9% | 5% | 4% | 4%[57.1 µM] | -17% | 5% | 10% | -5% | 8% | CCCCCCn1c(N2CCCC2)nc2c1c(=O)[nH]c(=O)n2C
-23% | 3% | 9% | -2% | -15% | -7% | -1% | 25% | 6% | C=CCn1c(Cc2cccs2)nnc1SCC(=O)Nc1cc(OC)cc(OC)c1
84% | 1% | 2% | 11%[57.1 µM] | -21% | i | 4% | 16% | -3% | Cc1cccc(NC2=NC3(CCCCC3)N=C(N)N2)c1C
? | -8% | 4% | 15%[57.1 µM] | -6% | 7% | -3% | 22%[57 µM] | 6% | Cc1cc(C)c(NC(=O)C2CCN(c3nc4ccccc4[nH]3)CC2)c(C)c1
-9% | 2% | ? | 11%[57.1 µM] | -25% | 4% | -1% | 28% | -9% | Cc1ccc(C)n1-c1c(C(=O)NN)cnn1-c1ccccc1
